High-throughput results: PubChem, Vanderbilt University
GIRK2 act = Activates human GIRK2-containing potassium channels; P48051; HEK293 GIRK2/NPY4 cells, thallium flux fluorescence; activation (% efficacy), % for hits at 37.5 µM; 34,000 tested, under 10 active; AID 1259324;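 active = primary screen hit, no activity in plain HEK293 cells, and in GIRK2-only cells above 5% efficacy rising with concentration; inactive = the rest, including fluorescent compounds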;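 also: efficacy is normalized control-subtracted fluorescence 15 s after thallium addition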
Target sequence (P48051 whole entry, looked up): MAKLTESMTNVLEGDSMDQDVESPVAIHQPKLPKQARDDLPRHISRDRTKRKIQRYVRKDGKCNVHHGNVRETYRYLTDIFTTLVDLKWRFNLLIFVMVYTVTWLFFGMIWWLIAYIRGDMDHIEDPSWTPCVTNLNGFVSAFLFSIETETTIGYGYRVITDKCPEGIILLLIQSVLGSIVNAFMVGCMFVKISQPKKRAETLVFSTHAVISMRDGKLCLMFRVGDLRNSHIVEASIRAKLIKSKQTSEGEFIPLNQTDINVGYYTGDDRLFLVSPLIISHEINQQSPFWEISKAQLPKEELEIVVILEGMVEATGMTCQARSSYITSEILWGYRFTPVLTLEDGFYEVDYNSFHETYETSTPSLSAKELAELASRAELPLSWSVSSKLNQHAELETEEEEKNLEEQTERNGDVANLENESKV
Calls only; i = inactive. A portion of the library; rates above refer to the full screens.

structure	GIRK2 act
COc1ccc(N(Cc2cccc(C)c2)S(=O)(=O)c2ccc3nnc(C)n3c2)cc1	i
COc1ccc(NC(=O)NCCNc2cc(N(C)C)nc(C)n2)cc1Cl	i
O=C(CCCc1ccccc1)Nc1cc(-c2ccco2)nn1-c1nc(-c2ccccc2)cc(=O)[nH]1	i
CCc1cccc(CC)c1NC(=O)CCCOc1ccc(OC)cc1	i
CCn1nc(C)cc1C(=O)N(CCCN(C)C)c1nc2c(OC)ccc(Cl)c2s1	i
O=C(c1cc(N2C(=O)CCS2(=O)=O)ccc1Cl)N1CCN(c2ccccn2)CC1	i
O=C(CN1CCN(c2nccn2-c2ccccc2F)CC1)Nc1ccccc1	i
CC(C)c1ccc(NC(=O)Cn2nc(S(=O)(=O)c3ccccc3)ccc2=O)cc1	i
CC(=O)N1CCc2ccc(NS(=O)(=O)Cc3ccccc3Cl)cc21	i
CS(=O)(=O)N1CCC(C(=O)NCCN2CCN(C(=O)c3cccs3)CC2)CC1	i
CCCCOc1ccc(NC(=O)Nc2ccc3c(c2)CC(=O)N3CC)cc1	i
COc1ccc(Cl)cc1NC(=O)CN1CCC(c2cccs2)CC1	i
O=C(CN1C(=O)c2ccccc2S1(=O)=O)Nc1cccc([N+](=O)[O-])c1	i
Cc1ccc(-c2cc(C(=O)NCc3cccs3)c3c(C)nn(C4CCS(=O)(=O)C4)c3n2)cc1 (configuration not stated)	i
Cc1ccc(C)c(OC(C)C(=O)Nc2c(C)nc3sccn3c2=O)c1 (configuration not stated)	i
COc1ccc(-c2noc(C3CCN(S(=O)(=O)c4cccs4)CC3)n2)cc1OC	i
COc1ccc(-c2cc(=O)n(CC(=O)Nc3cc(C)on3)cn2)cc1	i
NS(=O)(=O)c1ccc(C(=O)NCCCn2nc(-c3ccccc3)ccc2=O)cc1	i
CN1C(=O)CCc2cc(NC(=O)C3CCCO3)ccc21 (configuration not stated)	i
O=C(Nc1cccc(C(F)(F)F)c1)C1CCCN(c2ccc(-n3cccn3)nn2)C1 (configuration not stated)	i
O=S(=O)(NCC1CCN(Cc2ccsc2)CC1)c1ccccc1Cl	i
CCOc1ccc(-c2ccc(=O)n(CCNC(=O)Nc3ccc(C)cc3C)n2)cc1	i
O=C(CN1C(=O)c2ccccc2S1(=O)=O)Nc1cccc(Cl)c1Cl	i
CSc1nn(CC(=O)Nc2ccc3c(c2)OCO3)c(N)c1-c1nc(-c2ccccc2)no1	i
O=C(c1ccccc1F)N1CCC(CNS(=O)(=O)c2cccnc2)CC1	i

New compounds follow.
structure	GIRK2 act
COc1cc(N2CCN(S(=O)(=O)c3c(C)noc3C)CC2)nc(OC)n1	i
Cc1ccc(-c2noc(Cn3ccn4nc(-c5ccc(F)cc5)cc4c3=O)n2)cc1	i
Cn1c(=O)c2cc(C(=O)NCCC(c3ccccc3)c3ccccc3)sc2n(C)c1=O	i
COc1ccccc1C(=O)NCCNC(=O)c1ccc(NC(=O)c2ccc(F)cc2)cc1	i
COc1ccc(C(=O)Nc2cc(C)nn2C)cc1	i
Cc1ccc(-c2cc3c(=O)n(Cc4nc(-c5cccc(Cl)c5)no4)ccn3n2)cc1	i
CC(C)COC(=O)Nc1nc(CC(=O)NCc2ccc(F)cc2)cs1	i
Cc1c(C(=O)Nc2cccc(-c3ccc(=O)n(C)n3)c2)cccc1[N+](=O)[O-]	i
Cc1cc(C(O)CCN)c(C)o1 (configuration not stated)	i
O=C(NCCCCN1CCOC(c2ccccc2)C1)c1cccc(Cl)c1 (configuration not stated)	i
CCN1CCN(c2cc(C)nc3c(-c4ccccc4)c(C(F)(F)F)nn23)CC1	i
COc1ccc(S(=O)(=O)CCC(=O)Nc2ccccc2Oc2ccccc2)cc1	i
O=C(CC1CCCCC1)NCCOc1ccc(-c2ccco2)nn1	i
CCOc1ccc(NC(=O)c2ccc(S(=O)(=O)N3CCOCC3)cc2)c([N+](=O)[O-])c1	i
Cn1cccc1C(O)CNC(=O)C(=O)Nc1ccc(F)c(Cl)c1 (configuration not stated)	i
Cc1ccc([N+](=O)[O-])cc1NC(=O)CCN1C(=O)c2ccccc2S1(=O)=O	i
Cc1nc(-c2cccs2)c(CCC(=O)N(C)c2ccccc2)s1	i
Cc1ccccc1NC1SC(=O)N(c2ccccc2C)C1=O (configuration not stated)	i
Cc1c(Br)cc(C(=O)NC(C)C)c(C)c1C	i
CCOC(=O)C1CCc2sc(NC(=O)Cc3csc(NC(=O)c4ccco4)n3)nc21 (configuration not stated)	i
CSc1cccc(NC(=O)c2n[nH]c3ccccc23)c1	i
COc1ccc(-c2cc(=O)n(CCN3CCCCC3)cn2)cc1	i
O=C(c1ccco1)N1CCN(C(=O)N2CCCC2)CC1	i
Cn1cccc1CN(C(=O)NC1CCCCC1)C1CC1	i
O=C(/C=C/c1cccs1)NCC1CCN(C(=O)Nc2ccc(F)cc2)CC1	i

Additional records:
structure	GIRK2 act
O=C(Nc1ccc(N2CCCCC2=O)cc1)Oc1ccccc1	i
Cc1c(C(=O)NCc2cccnc2)c(C(F)(F)F)nn1C1CCCN(C)C1 (configuration not stated)	i
CN(C1CC1)S(=O)(=O)c1ccc(C(=O)N2CCNC(=O)C2(C)C)cc1	i
O=C(Cc1csc(Nc2cccc(Cl)c2)n1)Nc1ccc2c(c1)OCO2	i
Cc1nc(-n2cccc2)sc1C(=O)NCc1n[nH]c(=O)c2ccccc12	i
COc1ccc(-c2nnc(NC(=O)c3cc(Cl)ccc3Cl)o2)cc1OC	i
COc1cc(-c2cc(C(=O)O)c3[nH]c(C)nc3n2)cc(OC)c1OC	i
CCOC(=O)Nc1nc(CC(=O)NCc2ccc3c(c2)OCO3)cs1	i
Cc1cccc2sc(N(CCN3CCOCC3)C(=O)CSc3ccccc3)nc12	i
CCCNC(=O)c1nnn(-c2ccc(OC)c(Cl)c2)c1C	i
O=C(Cc1ccc(NS(=O)(=O)c2ccc3c(c2)CCCC3)cc1)N1CCOCC1	i
O=S(=O)(/C=C/c1ccccc1)NCC1CCN(Cc2ccsc2)CC1	i
CSc1ccccc1NC(=O)Cc1cc(-c2cc3ccccc3o2)on1	i
COc1ccccc1NC(=O)CN1CCC(c2nnc(C)s2)CC1	i
CCOC(=O)Cc1csc(NC(=O)CN2C(=O)c3ccccc3S2(=O)=O)n1	i
Cc1ccc(S(=O)(=O)N2CCC(c3nc(-c4ccccc4)no3)CC2)cc1	i
Cn1nnc2c(SCC(=O)Nc3ccccc3C(F)(F)F)ncnc21	i
Cc1ccc2nc(NC(=O)C3CCN(c4ccc(-c5cccs5)nn4)CC3)sc2c1	i
CSCCC(C)(O)CNS(=O)(=O)Cc1cccc(C)c1 (configuration not stated)	i
Cc1nnsc1C(=O)NCCn1nc(-c2ccccc2)n(C)c1=O	i
O=C(NCCCn1ccnc1)c1ncccn1	i
COc1ccc(Cl)cc1S(=O)(=O)NCCOc1ccc(-c2ccccc2)nn1	i
O=C(Nc1nnc(-c2ccc(Br)s2)o1)c1ccccc1F	i
CCN(Cc1ccccc1)S(=O)(=O)c1ccc(C(=O)Nc2ccc3scnc3c2)cc1	i
O=C(Nc1cccc(Cl)c1)N1CCN(c2ccc(Nc3cccnc3)nn2)CC1	i

Some of the entries so far, field by field:
SMILES: CCN(Cc1ccccc1)S(=O)(=O)c1ccc(C(=O)Nc2ccc3scnc3c2)cc1
  GIRK2 act: i

SMILES: Cn1nnc2c(SCC(=O)Nc3ccccc3C(F)(F)F)ncnc21
  GIRK2 act: i

SMILES: O=C(Nc1cccc(Cl)c1)N1CCN(c2ccc(Nc3cccnc3)nn2)CC1
  GIRK2 act: i

SMILES: O=C(NCCCn1ccnc1)c1ncccn1
  GIRK2 act: i

(continued)
structure	GIRK2 act
Cc1cccn2c(=O)c3cc(C(=O)N4CCCC(C)C4)n(Cc4ccccc4)c3nc12 (configuration not stated)	i
Cc1ccccc1NC(=O)CSc1nc2c(-c3ccccc3)c[nH]c2c(=O)[nH]1	i
Cc1cccc(N2CC(c3nc4ccccc4n3CC(=O)N(C(C)C)C(C)C)CC2=O)c1 (configuration not stated)	i
COC(=O)c1c(NC(=O)c2ccco2)sc2c1CC(C)(C)NC2(C)C	i
Cc1nc(NCCNC(=O)Nc2ccccc2)cc(N2CCCC2)n1	i
CC(C)c1ccc(-n2nnnc2SCC(=O)N2CCOCC2)cc1	i
c1ccc(-c2nc(CSc3cc(N4CCOCC4)ncn3)cs2)cc1	i
COc1ccc(S(=O)(=O)CCCC(=O)Nc2cc(C)nn2C)cc1	i
CCN(CC)C(=O)CSc1ccnc2c1c(=O)n(C)c(=O)n2C	i
O=C(CCCn1nc(-c2ccccc2)ccc1=O)Nc1ccccc1F	i
CCc1nnsc1C(=O)Nc1sc2c(c1C(=O)NCc1ccco1)CCCC2	i
COc1cccc(-c2c(Nc3ccccc3C)oc3c2c(=O)n(C)c(=O)n3C)c1	i
Cc1nc2c(-c3ccccc3)cnn2c(NCc2cccnc2)c1C	i
CCOC(=O)c1nnn(CC(=O)Nc2cccc(Br)c2)c1C(=O)OCC	i
CN1CCN(c2ccc(-c3ccc(NC(=O)Nc4ccc5c(c4)OCO5)cc3)nn2)CC1	i
Cc1cc(-c2nnc(NC(=O)C3CC(=O)N(c4ccc(C)c(C)c4)C3)o2)n(C)n1 (configuration not stated)	i
O=C(NCCS(=O)(=O)N1CCN(Cc2ccccc2)CC1)C1CC1	i
CC(NC(=O)c1ccco1)c1nc2ccccc2n1Cc1ccccc1Cl (configuration not stated)	i
Cc1noc(C2CN(C(=O)c3ccc(S(=O)(=O)N4CCOCC4)cc3)C2)n1	i
O=C(Cc1csc(NC(=O)c2ccc[nH]c2=O)n1)Nc1ccc(F)c(F)c1	i
COc1ccc(OC)c(-c2csc(NC(=O)c3ccc(S(=O)(=O)C(C)C)cc3)n2)c1	i
O=C(NCCCN1CCOC(c2ccccc2)C1)C(=O)NC1CCCCC1 (configuration not stated)	i
Cc1nn(C2CCS(=O)(=O)C2)c2nc(-c3ccco3)cc(C(=O)N3CCCC3)c12 (configuration not stated)	i
CCOC(=O)N1CCC(NC(=O)c2nc(-c3cnccn3)no2)CC1	i
COc1ccc2nc(-c3ccc(NC(=O)c4ccc(OC)c(OC)c4)cc3)cn2n1	i

Further entries
structure	GIRK2 act
COc1ccc(NC(=O)c2ccc(=O)n(CC(=O)Nc3ccccc3Cl)n2)cc1	i
CCOC(=O)c1ccccc1NC(=O)CN1CCC(c2nnc(-c3ccco3)o2)CC1	i
Cc1ccc(-c2cc(C(=O)Nc3ccccc3F)c3c(C)nn(C4CCS(=O)(=O)C4)c3n2)cc1 (configuration not stated)	i
Cc1ccccc1-c1ccc(N2CCC(C(=O)N3c4ccc(F)cc4CCC3C)CC2)nn1 (configuration not stated)	i
CCCCOc1ccc(NC(=O)Nc2cc(N3CCCS3(=O)=O)ccc2OC)cc1	i
O=S(=O)(NCC1CCN(C2CCCC2)CC1)c1ccc(F)c(Cl)c1	i
COc1ccc(NC(=O)Cc2cc(-c3cccs3)on2)cc1	i
Cc1cccc(NC(=O)Cc2csc(NC(=O)C3CCC(=O)N3)n2)c1 (configuration not stated)	i
COc1ccc(CCNC(=O)C(=O)NCc2cccs2)cc1OC	i
CCOc1ccc(C(=O)Nc2nnc(-c3ccc(Br)s3)o2)cc1	i
COc1cc(NCCNC(=O)C(C)C)nc(OC)n1	i
O=C(CN1C(=O)c2ccccc2C1=O)NCC1CCN(Cc2cccs2)CC1	i
COC(=O)c1ccc(OC)c(CN2C(=O)N(Cc3ccc(OC)cc3)S(=O)(=O)c3ccccc32)c1	i
CN(C)C(CNC(=O)C(=O)Nc1cc(Cl)ccc1C#N)c1cccc2ccccc12 (configuration not stated)	i
CSc1ccccc1C(=O)N1CCN(c2nccn2-c2cccc(Cl)c2)CC1	i
Cc1cc(-c2nnc(NC(=O)c3ccc(S(=O)(=O)N(C)C4CC4)cc3)o2)nn1C	i
CCN(CC)S(=O)(=O)c1ccc(C(=O)Nc2nnc(-c3cc(C)n(C)n3)o2)cc1	i
Cc1cc(NC(=O)C(=O)NCC(c2ccc(F)cc2)N2CCOCC2)no1 (configuration not stated)	i
O=C(C1CCCO1)N1CCC2(CC1)NC(=O)N(Cc1ccccc1)C2=O (configuration not stated)	i
CC(C)(C)N1CCN(C(C)(C)C)C1=O	i
NS(=O)(=O)c1ccc(CCNC(=O)Cc2cc(-c3cc4ccccc4o3)on2)cc1	i
COc1ccccc1-c1noc(Cn2c(=O)n(Cc3ccc4c(c3)OCO4)c(=O)c3sccc32)n1	i
O=C(CSc1ncc(-c2cccc(Cl)c2)o1)Nc1cc(F)ccc1F	i
Cc1nn(C2CCS(=O)(=O)C2)c2nc(-c3ccco3)cc(C(=O)Nc3ccc(C(C)C)cc3)c12 (configuration not stated)	i
COc1cc(NC(=O)c2cc(C)cc(C)c2)ccc1N1CCCC1=O	i

(continued)
structure	GIRK2 act
CSc1ccccc1NC(=O)C(=O)NN1CCN(C)CC1	i
COc1cccc(CNC(=O)NC2(c3nc(-c4cnccn4)no3)CCCCC2)c1	i
O=C(CSCc1ccccc1)N1CCC(Cn2cccn2)CC1	i
CC(C)Oc1ccc(-c2noc(CN3C(=O)COc4ccc(Cl)cc43)n2)cc1	i
Cc1nnc(NC(=O)C2(c3cc(-c4ccco4)on3)CC2)s1	i
CC(Oc1ccccc1)C(=O)NC1CC(=O)N(C)C1 (configuration not stated)	i
